# From PubChem
# SENP6 inh: inhibitors of human SENP6 protease; inhibition, % at 10 µM; Q9GZR1; 330,000 compounds, 1.8% hits; Recombinant SENP6 catalytic domain, aminoluciferin luminescence;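 active means inhibition above about 50% at the single tested dose, limit read from the data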;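 further: plate controls were DMSO wells with enzyme for no effect and DMSO wells lacking enzyme for full effect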
# hIAP activ: increases human intestinal alkaline phosphatase activity | P09923 | purified human IAP, CDP-Star luminescence, 30 min; hits give high values; 1 = vehicle-only enzyme, 0 = enzyme-free background | activation factor at 10 µM | 330,000 compounds, 0.16% hits;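 active means activation factor of the enzyme at least 2-fold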; further: the source names both 10 and 20 µM as test concentration; values of inactives mirror those of a sister screen read the other way
# Target sequence (P09923 whole entry, looked up): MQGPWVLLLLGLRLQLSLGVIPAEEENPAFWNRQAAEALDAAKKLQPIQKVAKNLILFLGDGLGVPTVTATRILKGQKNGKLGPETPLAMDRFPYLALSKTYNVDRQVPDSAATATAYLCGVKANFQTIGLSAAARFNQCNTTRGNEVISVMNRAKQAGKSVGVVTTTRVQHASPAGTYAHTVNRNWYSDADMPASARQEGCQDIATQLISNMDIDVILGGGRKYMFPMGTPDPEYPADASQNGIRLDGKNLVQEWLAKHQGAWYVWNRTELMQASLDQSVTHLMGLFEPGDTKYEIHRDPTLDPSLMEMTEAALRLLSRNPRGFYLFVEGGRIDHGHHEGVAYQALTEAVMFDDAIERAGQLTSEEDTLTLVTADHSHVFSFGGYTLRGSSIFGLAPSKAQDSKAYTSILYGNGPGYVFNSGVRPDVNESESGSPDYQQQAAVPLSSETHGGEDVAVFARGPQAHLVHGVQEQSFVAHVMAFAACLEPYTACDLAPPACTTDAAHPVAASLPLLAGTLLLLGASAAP
# ATG4B inhibitor: ATG4B (human) cysteine protease inhibition | ATG4B cleavage of LC3-PLA2, NBD-HPC fluorescence, 1 h | AID 504462 | 340,000 compounds, 0.51% hits | inhibition, % at 8.33 µM; in the data active means inhibition above about 40%
# Target sequence (Q9Y4P1 whole entry, looked up): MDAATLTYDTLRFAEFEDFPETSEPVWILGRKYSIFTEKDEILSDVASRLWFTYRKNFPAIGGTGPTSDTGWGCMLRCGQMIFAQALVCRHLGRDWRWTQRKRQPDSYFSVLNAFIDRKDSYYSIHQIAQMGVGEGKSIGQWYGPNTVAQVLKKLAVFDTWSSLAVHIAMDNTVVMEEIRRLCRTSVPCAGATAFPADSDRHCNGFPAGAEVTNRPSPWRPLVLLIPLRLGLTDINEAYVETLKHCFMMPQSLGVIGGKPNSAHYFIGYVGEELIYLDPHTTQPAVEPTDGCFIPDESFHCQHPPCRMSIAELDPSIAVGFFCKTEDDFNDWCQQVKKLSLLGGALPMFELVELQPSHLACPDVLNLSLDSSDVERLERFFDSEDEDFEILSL
# SENP8 block: inhibitors of human SENP8 protease. Q96LD8. recombinant SENP8, Nedd8 substrate fluorescence. inhibition, % at 20 µM. 360,000 compounds, 0.64% hits. AID 602440; in the data active means inhibition mostly above about 40%, no sharp cut-off; inactive means mostly below about 27%
# GRIN3A LBD mod: NR3A (human) ligand-binding domain modulation; NR3A LBD differential scanning fluorimetry, Tm shift; 0% = protein alone, 100% = glycine-bound protein; Tm shift relative to glycine control, % at 25 µM; 340,000 compounds, 2.5% hits;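 active means melting temperature shift of at least 10% of the positive control shift, at one fixed dose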
# MPTP inh: blocks calcium-induced mitochondrial swelling; isolated mouse mitochondria, Ca2+ swelling absorbance, 30 min; inhibition, % at 10 µM; 360,000 compounds, 1.4% hits; AID 602449;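 active means inhibition of 50% or more, scaled per plate between neutral and stimulator controls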;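 further: 0% = DMSO wells given calcium and 100% = 1 mM EGTA wells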
# PfGluPho inh: PfG6PD (Plasmodium falciparum) enzyme inhibition; inhibition, % at 20 µM; PfGluPho enzyme, NADPH resazurin-diaphorase fluorescence; 350,000 compounds, 0.78% hits; AID 504690;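 active means inhibition reaching at least a set limit at 20 µM in the primary screen, cut at about 59% in these data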;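 further: 0% = DMSO wells with substrate and 100% = DMSO wells lacking glucose-6-phosphate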
# SENP1 inh: SENP1 (human) catalytic domain inhibition. Q9P0U3. recombinant SENP1 catalytic domain, CyPet-SUMO1-YPet FRET cleavage. inhibition, % at 10 µM. 360,000 compounds, 0.21% hits;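 active means inhibition at least 30% at 10 µM, raw YFP signal under a set limit, fluorescence ratio 0.5 to 1.5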;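 further: 0% = enzyme with DMSO and 100% = no enzyme wells; some results filed as inactive read as strong as hits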
#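 Controls: no-enzyme wells low, DMSO-plus-enzyme wells high control. Test system: human recombinant His6-tagged SENP1 catalytic domain enzyme. Reagent: SFCypet-SUMO1-SFYpet FRET protein substrate, 25 nM final. Doses: one dose per compound, 10 µM, 0.5% DMSO. Detection: FRET, CFP and YFP emission. Timing: 50 min reaction at room temperature.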
# * marks the source's active call; other numbers are inactive results; x = no result given.
SMILES,SENP6 inh,hIAP activ,ATG4B inhibitor,SENP8 block,GRIN3A LBD mod,MPTP inh,PfGluPho inh,SENP1 inh
COc1cc(C(=S)N2CCCC2)ccc1OS(=O)(=O)c1ccc(NC(C)=O)cc1,-5,1,-1,18,20*,0.2,-22,3
Cc1[nH]c2ccccc2c1/C=N/NC(=O)CNC(=O)c1cccs1,-6,0.92,-9,13,1,1.6,9,1
CCCn1c(=O)[nH]c(=O)c2c1nc(-c1ccc(C(F)(F)F)cc1)n2CCOC,-8,0.98,1,-273,0,0.1,0,-5
CN(C)CCCN(C(=O)c1nc2ccccc2s1)c1nc2ccc(F)cc2s1,6,1,-8,18,1,-0.7,6,-5
Cc1ccc(C)c2sc(NC(=O)C3CC3)nc12,-2,0.87,-1,18,9,-1.1,30,-5
COc1ccc2c(-c3cc4ccc(OCc5ccc(F)cc5)cc4oc3=O)cc(=O)oc2c1,x,x,-7,-424,8,1.4,-5,-5
CC(C)OC(=O)C(C)Nc1ccc(F)c(Cl)c1 (configuration not stated),-2,1.2,-3,25,5,-0.2,9,1
O=C(Cn1nnc(-c2ccccc2Cl)n1)N/N=C/c1ccc2c(c1)OCO2,-1,0.97,-8,-2,0,-0.4,-3,8
CCOc1ccc(CNCCNC(=O)c2nonc2N)cc1,1,1.1,-3,7,-2,-0.6,14,0
Cc1ccc(OCC(=O)NC(=S)Nc2ccccn2)c(Br)c1,43,1.2,10,10,2,3.5,-17,-1
CSc1ncccc1C(=O)N1CCCC(CCC(=O)NCc2ccc(F)c(F)c2)C1 (configuration not stated),-13,1.6,2,10,-2,3.5,-30,0
CC[C@H](C)[C@H]1CNC(=O)C(=O)N1CC1CCN(CCc2ccccc2)CC1,x,x,x,5,0,4.3,21,-1
O=S(=O)(c1ccc(F)c(F)c1)N1CCN(CCc2ccccc2)CC1,3,0.94,2,12,1,-0.4,-7,2
Cc1csc(NC(=O)CCSCCc2ccccn2)n1,1,0.82,2,4,0,-2.1,0,3
O=C(NCCc1ccc(C(F)(F)F)cc1)C1CCC(=O)N(CCCc2ccccc2)C1 (configuration not stated),13,0.92,-4,12,-1,-0.3,9,0
COc1cccc(C(=O)Nc2cccc(-c3ccccc3)c2)c1,9,1.3,-2,19,5,12,22,-2
CCOC(=O)N1CCN(C(=O)c2cn(CCOC)c(=O)c3c2c2ccccc2n3C)CC1,6,0.81,-9,-279,0,1.1,-10,-3
COc1ccc(N/C(C)=C/C(=O)c2ccccc2)cc1,9,0.95,2,6,-3,-0.8,1,-2
CCCCCCCCC(=O)N/N=C(\C)c1ccc(O)cc1O,-9,1.2,-8,12,3,6.1,-22,3
O=C(c1ccc(C(F)(F)F)cc1)C1CCCN(C(=O)CCn2cncn2)C1 (configuration not stated),-16,1.1,9,12,0,-1.2,3,4
O=C(O)c1cc2ccc3ccccc3c2[nH]1,9,0.9,-5,-53,0,2.2,-13,-11
CCOc1ccc(-n2c(=S)sc3c(=O)[nH]c(SCC(=O)C(C)(C)C)nc32)cc1,1,0.8,-7,18,-4,6.7,6,-1
Cc1ccc(C)n1-c1ccc(C#N)cn1,2,1.1,5,-124,1,0.5,-2,-6
COC(=O)c1sc2nc3c(cc2c1N)COC(C)(C)C3,-22,1.1,-16,-264,1,-0.8,3,-67
C=CCn1c(Cc2csc(N)n2)nnc1SCC(=O)Nc1ccc(C(=O)OCC)cc1,-4,1.1,6,11,-3,1.7,-14,0
COc1ccc(N(CC2CO2)S(=O)(=O)c2ccc(C)cc2)cc1 (configuration not stated),-15,1,3,7,2,-1.8,-24,-2
Cc1ccc(C(=O)OCC(=O)NC2CC2)s1,-4,1.1,0,12,-1,-1.0,-2,2
NS(=O)(=O)c1ccc(NC(=O)COC(=O)CCC2CCCC2)cc1,0,1,-3,7,-1,-0.1,20,6
O=C(CN1C(=O)c2ccccc2C1=O)Nc1cccc(Cl)c1,-6,1,0,11,-3,0.3,-2,1
COCCN(CC(=O)NCC1CCCO1)C(=O)CCC(=O)Nc1cc(C)on1 (configuration not stated),5,0.91,-3,21,3,2.6,-4,2
O=[N+]([O-])c1ccc(Cl)c(NC(=S)N2CCCC2)c1,-24,0.95,-18,8,0,0.0,17,-3
O=C(NCCNC(=O)c1cccc(O)c1)c1cccc(O)c1,11,0.81,1,18,0,-1.1,-7,3
COC(=O)CN(C)C(=O)CC1C(=O)NCCN1CC(C)(C)C (configuration not stated),0,0.86,22,-14,2,0.9,-17,-2
Nc1ccc(-c2cnc3ccccc3n2)cc1,62*,0.97,-6,-100,3,1.9,13,-37
O=C(NNC(=O)c1ccccc1O)c1ccc(Cl)c(S(=O)(=O)N2CCCCC2)c1,-7,1.7,1,-13,-8,3.6,-59,2
Cc1ccc(NC(=S)N2CCC(NC(=O)c3ccc(C)cc3)CC2)cc1,1,0.94,-7,8,2,2.2,10,1
COc1ccc(C(=O)CSc2nnnn2Cc2ccccc2)cc1,-26,1,-3,14,0,-1.4,1,2
O=S(=O)(c1ccc(F)cc1)c1snnc1-c1ccccc1,x,x,-3,13,0,0.1,58,1
CCN1C(=O)C2CCCCN2c2ccc(C(=O)NCCOC)cc21 (configuration not stated),-3,0.93,-3,-23,0,-1.9,-5,-9
Cc1cccc(OCCCCCn2ccnc2)c1C,-7,1,-4,10,1,18,-5,0

# Reprinted from the part before: 7 compounds, then new ones.
SMILES,SENP6 inh,hIAP activ,ATG4B inhibitor,SENP8 block,GRIN3A LBD mod,MPTP inh,PfGluPho inh,SENP1 inh
Nc1ccc(-c2cnc3ccccc3n2)cc1,62*,0.97,-6,-100,3,1.9,13,-37
O=C(NNC(=O)c1ccccc1O)c1ccc(Cl)c(S(=O)(=O)N2CCCCC2)c1,-7,1.7,1,-13,-8,3.6,-59,2
Cc1ccc(NC(=S)N2CCC(NC(=O)c3ccc(C)cc3)CC2)cc1,1,0.94,-7,8,2,2.2,10,1
COc1ccc(C(=O)CSc2nnnn2Cc2ccccc2)cc1,-26,1,-3,14,0,-1.4,1,2
O=S(=O)(c1ccc(F)cc1)c1snnc1-c1ccccc1,x,x,-3,13,0,0.1,58,1
CCN1C(=O)C2CCCCN2c2ccc(C(=O)NCCOC)cc21 (configuration not stated),-3,0.93,-3,-23,0,-1.9,-5,-9
Cc1cccc(OCCCCCn2ccnc2)c1C,-7,1,-4,10,1,18,-5,0
Cc1ccc(C)c(N2CCN(C(=O)c3ccc(Cn4c(=S)[nH]c5ccc(N6CCOCC6)cc5c4=O)cc3)CC2)c1,11,1.1,-10,-423,1,0.2,14,-59
O=C(C1Cc2ccccc2CN1S(=O)(=O)c1ccc(F)cc1)N1CCCCC1 (configuration not stated),-3,0.92,5,10,1,-0.8,-20,4
C/C(Nc1ccccc1C(F)(F)F)=C1/CCOC1=O,2,1,3,19,0,-0.1,-4,0
O=C(Cc1ccccc1)NC(C(=O)O)C(O)c1ccc([N+](=O)[O-])cc1 (configuration not stated),-15,0.98,2,12,0,1.0,-16,2
CCOc1ccc(OCC)c(NC(=O)C2CCN(c3ncccn3)CC2)c1,13,0.96,-1,-42,0,-0.2,18,4
Cc1ccc(CNC(=O)CSc2ccc(-c3ccco3)nn2)cc1,-1,0.98,1,-3,-2,0.8,18,1
COc1cccc(N2CCN(C(=O)c3cn(Cc4ccccc4)nc3-c3cccnc3)CC2)c1,-17,0.82,-2,8,-4,-0.2,-10,3
CCN(CC(=O)Nc1c(F)cccc1F)C(=O)Cc1sc(C)nc1-c1ccc(F)cc1,-5,1.1,4,4,-1,1.5,3,0
CC1CCCC(NC(=O)CSc2nnc(-c3cccnc3)o2)C1C (configuration not stated),x,x,x,6,x,-3.0,-24,-9
CC(NS(=O)(=O)c1ccc(F)cc1)C(c1cccs1)N1CCOCC1 (configuration not stated),-10,0.97,-19,7,3,-0.4,6,1
O=C(NCc1ccco1)c1ccc2c(c1)OCCO2,-13,0.97,0,27,1,0.6,-8,-3
CC[C@@]1(C(=O)OC)N[C@H](CN(C)C(=O)c2ccc(C(C)(C)C)cc2)[C@@H]2C(=O)N(Cc3ccccc3)C(=O)[C@@H]21,-14,1,-12,10,-1,-1.0,16,1
CCCCC1OC2(C)OC(=N)C1(C#N)C(C#N)(C#N)C2c1ccccc1 (configuration not stated),x,x,6,-442,-2,-3.9,-9,-33
CCNS(=O)(=O)c1ccc(NC(=O)c2ccccc2)cc1,-12,1,-4,2,0,-2.5,-8,0
O=C(O)c1ccc(/C=N/NC(=O)c2ccc(Br)cc2)cc1,2,1,27,16,-1,0.3,0,5
Cc1ccc(C(=O)O)cc1-c1ccc(C=C2C(=O)c3ccccc3C2=O)o1,-7,0.76,2,29,10*,0.4,-4,16
O=C(N/N=C/c1ccc(-c2ccc([N+](=O)[O-])cc2)o1)[C@H]1C[C@@H]1c1ccccc1,11,0.87,12,-180,8,7.6,19,-35
Cc1ccc(C(=O)c2coc3ccc(OCC(=O)O)cc23)cc1,66*,0.95,-10,19,0,-2.6,-9,0
O=C(Nc1ccc(S(=O)(=O)N2CCOCC2)cc1)c1ccc(=O)[nH]c1,0,1.1,1,x,0,x,11,x
CCCn1c(C(O)c2ccc(OCC)cc2)nc2ccccc21 (configuration not stated),4,1.1,1,12,0,-0.9,13,0
C=CCNc1nc(=S)[nH]c2cc(OC)c(OC)cc12,-3,1.1,-6,-18,-19,1.0,17,-4
COC(=O)[C@H](Cc1ccc(O)cc1)NC(=O)Cn1cnc2c(SC)nc(N)nc21,-2,0.96,3,-6,-3,1.0,-4,1
CN(Cc1cc2ccccc2[nH]c1=O)C(=O)COc1ccccc1,-12,0.81,0,-13,0,0.6,10,-8
O=C(COC(=O)/C=C/c1ccc(Cl)cc1)NC1CC1,6,0.91,-1,-1,-3,-0.6,-13,4
Cc1csc(Sc2ccc([N+](=O)[O-])cc2C(=O)OCC(=O)NC2CCCC(C)C2C)n1 (configuration not stated),-6,0.94,0,12,0,-2.0,-10,3
O=C(NCC1CCCO1)C(c1ccc(F)cc1)N(Cc1ccc2c(c1)OCO2)C(=O)c1ccc(CN2CCOCC2)o1 (configuration not stated),9,0.83,-5,15,0,0.1,-2,1
O=c1cc2n(c(=O)[nH]1)CCC1=C2CCCC1,-21,1,-5,-12,3,-5.7,8,0
CCO[C@@H]1OC(C(=O)Nc2ccccc2)=C[C@H](c2coc3ccccc3c2=O)[C@H]1CCCO,3,0.95,-12,12,1,-2.0,-4,-2
CC(C)N(C(=O)[C@H]1CC(CC(=O)NCCc2ccccn2)C(=O)N2CCc3c([nH]c4ccccc34)[C@]12C)C(C)C (some centres not stated),-19,1,-5,-3,4,-0.8,-2,-7
CC(NC(=O)COC(=O)C1CC1C)c1cccc(Cl)c1 (configuration not stated),-8,1.1,2,-3,1,-0.6,-8,1
CCOc1ccc(S(=O)(=O)N(CC(=O)N/N=C/c2cccs2)c2ccc(C)cc2)cc1,-3,1.2,-11,1,-3,5.2,-4,1
COCCN(C(=O)c1cc(-c2ccccc2Cl)nc2ccccc12)c1c(N)n(CC(C)C)c(=O)[nH]c1=O,x,x,-4,-18,0,-0.7,-9,-5
CCCCOc1c(Br)cc(/C=C2\N=C(C)OC2=O)cc1OCC,-22,1.4,-1,12,-7,-0.4,-2,1
CCOC(=O)C1C(=O)C=C(/C=C/c2ccccc2)CC1c1ccc(Cl)cc1 (configuration not stated),-9,1.1,14,15,2,0.1,13,3
COc1ccc(C2=NN(C(=O)c3cccs3)C(O)(C(F)(F)F)C2)cc1 (configuration not stated),-2,0.95,-3,-9,-15,-0.3,23,-4
CCCN=CC1=C(O)CC(c2ccccc2)CC1=O (configuration not stated),16,0.88,2,11,391*,0.1,4,1
COc1ccc(N2CCN(C(=O)CN3C(=O)c4ccccc4S3(=O)=O)CC2)cc1,-21,0.93,9,23,-2,-1.4,-10,2
